SRC1 inh: SRC1 coactivator transcriptional activity inhibitors, primary screen, cell-based, luminescence; Nuclear receptor coactivator 1 (Homo sapiens), Q15788; 0.12% of 360,000 active; HEK293 GAL4-SRC1 luciferase reporter; inhibition, % at 3.6 µM;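 active = inhibition above the campaign mean plus 3 SD, with each screening campaign given its own cutoff, cut at about 60% in these data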;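 also: 0% = DMSO treated cells and 100% = gossypol at 36 µM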
NOD2 RIPK2 PPI: NOD2-RIPK2 binding disruptors in cells, primary screen, fluorescence, CHO cells, BLA complementation. Receptor-interacting serine/threonine-protein kinase 2 (Homo sapiens), O43353. CCF4 ratio. inhibition, % at 4.98 µM. 0.38% of 360,000 active; in the data active = inhibition above about 21%;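 also: 0% = vehicle only and 100% = reference blocker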
Target sequence (O43353 whole entry, looked up): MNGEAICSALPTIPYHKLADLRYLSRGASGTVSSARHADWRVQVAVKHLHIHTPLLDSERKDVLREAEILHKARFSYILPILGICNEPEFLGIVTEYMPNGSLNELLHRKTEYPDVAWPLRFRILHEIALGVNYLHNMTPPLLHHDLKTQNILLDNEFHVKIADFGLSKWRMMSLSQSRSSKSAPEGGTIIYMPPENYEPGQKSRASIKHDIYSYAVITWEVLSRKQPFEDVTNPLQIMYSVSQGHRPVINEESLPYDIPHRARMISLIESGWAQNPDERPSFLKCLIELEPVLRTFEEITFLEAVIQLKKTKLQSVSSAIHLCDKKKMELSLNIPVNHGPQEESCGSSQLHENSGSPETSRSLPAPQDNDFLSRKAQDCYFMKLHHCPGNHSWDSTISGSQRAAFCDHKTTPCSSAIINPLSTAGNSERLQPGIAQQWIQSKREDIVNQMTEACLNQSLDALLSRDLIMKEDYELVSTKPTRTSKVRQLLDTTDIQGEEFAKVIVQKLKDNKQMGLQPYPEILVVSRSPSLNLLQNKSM
EBV LMP1 NFkB: EBV LMP1-driven NF-kappaB luciferase reporter inhibitors, primary screen, cell-based, luminescence, single point | AID 504558, 2011 | inhibition, % at 12.5 µM | LMP1-induced NF-kappaB luciferase reporter cells | 0.69% of 350,000 active; in the data active = inhibition above about 41%; inconclusive = no clear call, values can overlap the other calls;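 also: 0% = neutral control wells and 100% = reference inhibitor control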
TWEAK Fn14 block: inhibitors of TWEAK-Fn14 signaling, primary screen, luciferase reporter cells, uHTS; 2% of 360,000 active; inhibition, % at 10 µM; TWEAK-stimulated Fn14 reporter cells, luciferase luminescence, 8 h; AID 1159606, 2016; in the data active = inhibition above about 50%
COUP-TFII inh: NR2F2 transcriptional activity inhibitors, primary screen, cell-based, luciferase reporter, HEK293T, luminescence. HEK293T NGFI-A luciferase reporter. inhibition, % at 8.6 µM. 0.7% of 370,000 active. AID 686940, 2013;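 active = inhibition above a per-plate cutoff, mean inhibition of test wells between control levels plus 3 SD, cut at about 38% in these data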;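 also: cells cotransfected with COUP-TFII expression vector driving the NGFI-A reporter; 0% = median of COUP-TF2 test wells and 100% = reporter-only cells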
C8 TRAIL sens: viability loss with TRAIL in NB7+C8 cells, primary screen, TRAIL sensitizer project, cell-based, ATPlite luminescence; inhibition (viability loss, TRAIL sensitization), % at 10 µM; 1% of 360,000 active;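 active = compounds causing at least 50% loss of cell viability in the single-dose screen, relative to plate controls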
SRC3 inh: SRC3 coactivator transcriptional activity inhibitors, primary screen, cell-based, luminescence. Nuclear receptor coactivator 3 (Homo sapiens), Q9Y6Q9. HEK293 GAL4-SRC3 luciferase reporter. inhibition, % at 3.6 µM. 0.17% of 360,000 active;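 active = inhibition above a per-campaign cutoff, the mean of all compounds plus 3 SD, cut at about 60% in these data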;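 also: 0% = DMSO-treated cells and 100% = gossypol-treated cells at 36 µM; higher means less SRC3-driven luciferase light from the GAL4 reporter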
LRH-1 inv ag: LRH-1 (NR5A2) inverse agonists, primary screen, cell-based, luminescence, HEK293T, StAR-luciferase reporter. inhibition, % at 3.6 µM. 0.13% of 360,000 active. LRH-1 transfected, 24 h. AID 602396, 2012;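 active = inhibition above the mean inhibition of all tested compounds plus 3 SD, cut at about 73% in these data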;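 also: 0% = DMSO wells and 100% = reporter-only cells lacking LRH-1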
Target sequence (O00482 whole entry, looked up): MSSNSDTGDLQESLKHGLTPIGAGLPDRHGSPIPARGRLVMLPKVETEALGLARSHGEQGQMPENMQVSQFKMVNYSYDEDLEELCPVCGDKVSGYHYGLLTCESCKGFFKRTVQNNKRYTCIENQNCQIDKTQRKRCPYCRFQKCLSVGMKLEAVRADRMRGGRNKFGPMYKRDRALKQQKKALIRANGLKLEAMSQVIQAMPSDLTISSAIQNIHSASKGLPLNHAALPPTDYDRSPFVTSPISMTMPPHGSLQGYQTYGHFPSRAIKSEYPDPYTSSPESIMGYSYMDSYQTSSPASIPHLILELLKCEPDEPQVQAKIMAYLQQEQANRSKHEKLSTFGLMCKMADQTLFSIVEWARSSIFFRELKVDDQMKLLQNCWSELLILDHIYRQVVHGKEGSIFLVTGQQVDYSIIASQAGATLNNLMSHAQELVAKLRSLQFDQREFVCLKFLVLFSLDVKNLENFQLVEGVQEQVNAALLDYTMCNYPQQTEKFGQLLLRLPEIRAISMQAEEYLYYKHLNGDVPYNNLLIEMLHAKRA
SRC2 inh: inhibition of GAL4-SRC2 driven luciferase reporter, primary screen, SRC2 inhibitor project, cell-based, luminescence; Nuclear receptor coactivator 2 (Homo sapiens), Q15596; HEK293 GAL4-SRC2 luciferase reporter; inhibition, % at 9 µM; 0.17% of 370,000 active; AID 651957, 2012;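 active = inhibition above the mean inhibition of all tested compounds plus 3 SD, set per campaign, cut at about 52% in these data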;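 also: 0% = DMSO treated cells and 100% = cells given Gossypol at 36 µM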
TROY NFkB inh: inhibitors of TROY-driven NF-kB signaling, primary screen, Q293 LMP1-TROYcd cells, NF-kB luciferase, uHTS | inhibition, % at 10 µM | Q293 LMP1-TROYcd NF-kB luciferase reporter, 4 h | 0.98% of 360,000 active;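 active = compounds whose plate-normalised and pattern-corrected inhibition of the luciferase reporter signal at the single screening dose is 50% or more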
TLR9-MyD88 block: inhibitors of TLR9-MyD88 association in cells, primary screen, cell-based, CHO, BLA complementation, fluorescence. 0.21% of 340,000 active. CCF4 FRET ratio. inhibition, % at 4.98 µM. Toll-like receptor 9 (Homo sapiens) + Myeloid differentiation primary response protein …. AID 504734, 2011;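 active = inhibition above the mean over all tested compounds plus 3 SD, cut at about 21% in these data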;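 also: 0% = DMSO only wells and 100% = clavulanate BLA inhibitor control wells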
Numbers without * were called inactive; ? = inconclusive; / = no result given. A portion of the library; count on the stated rates, not on these rows.

Each structure is followed by: SRC1 inh	TWEAK Fn14 block	SRC2 inh	SRC3 inh	COUP-TFII inh	LRH-1 inv ag	NOD2 RIPK2 PPI	C8 TRAIL sens	TROY NFkB inh	TLR9-MyD88 block	EBV LMP1 NFkB
1	COC(=O)[C@H]1C[C@H](OC(=O)NCc2ccco2)[C@@]2(O)CN(S(=O)(=O)c3ccc(C)cc3)CC2[C@H]1C(=O)OC (stereo partly drawn)
    -5	13	-10	-10	-2	-3	-13	1	-12	3	-12
2	CC(C)NC(=O)C1(C)CCCCN1Cc1ccc(OCc2ccccc2)cc1 (stereo not drawn)
    0	15	18	13	41*	29	5	7	0	/	/
3	CCN1CCN(CC(=O)Nc2cc(S(=O)(=O)N(CC)c3ccccc3)ccc2Cl)CC1
    4	6	11	-15	13	0	-5	-14	2	-10	-1
4	Cc1ccc2c(c1)nnn2C1CCN(CC(=O)NCc2ccccc2F)CC1
    -1	-3	17	6	11	18	-6	2	6	-5	3
5	Cc1nc2sc(C(c3ccc(Cl)cc3)N3CCN(C(=O)c4ccco4)CC3)c(O)n2n1 (stereo not drawn)
    -23	7	-16	0	10	15	-10	3	-15	2	-27
6	CCCC1(CCC)NC(=O)N(CC(=O)c2cc(C)n(-c3ccc4c(c3)OCO4)c2C)C1=O
    7	-1	1	22	7	-1	-9	-16	-26	0	-31
7	CC(=O)Oc1ccc2c3c(c(=O)oc2c1)CCCC3
    -4	-18	0	11	-10	7	-14	2	1	5	4
8	CN(Cc1ccccc1F)C(=O)c1cccc(NC(=O)CC2SC(N3CCCCC3)=NC2=O)c1 (stereo not drawn)
    -6	16	23	-1	31	4	-5	9	18	2	-5
9	CCOC(=O)CC(NC(=O)c1cccc2c1C(=O)N(Cc1cccnc1)C2)c1ccc(OCC)c(OC)c1 (stereo not drawn)
    -26	-5	-28	7	16	-13	-5	-8	-7	3	1
10	COc1cc(C(=O)NCC(C)C)c([N+](=O)[O-])cc1OC
    -4	3	-28	14	13	8	-3	-12	12	-5	-9
11	COc1ccccc1OCC(=O)N1CCN(S(=O)(=O)c2ccc(Cl)cc2)CC1
    -3	-1	-22	-7	12	3	-4	22	15	3	-2
12	CCOc1ccccc1/C=N/NC(=O)c1c(C)nc2ccc(Br)cn12
    6	8	-1	-17	5	8	5	-18	11	1	-6
13	COC(=O)C(=O)Nc1nnc(COc2ccccc2)s1
    0	-19	6	0	2	0	-6	-7	22	-1	-5
14	N#C/C(=N\Nc1cccc(C(F)(F)F)c1)C(=O)c1ccsc1
    -4	34	5	12	28	-21	-5	35	26	-9	10
15	COc1cccc2sc3ccc(C#CC4(N)CCCCC4)cc3c(=O)c12
    -7	-51	-23	-26	-31	-54	14	28	-58	-8	-10
16	C(=C/c1ccnc2nc(SC/C=C/c3ccccc3)nn12)/c1ccccc1
    -13	13	-22	9	4	3	-8	-2	-12	3	-7
17	COc1cc2c(cc1OC)C(c1ccc(Cl)cc1)CC(=O)N2 (stereo not drawn)
    -28	2	-10	3	-5	14	-1	-6	0	8	0
18	Cc1ccc(C(=O)O)cc1S(=O)(=O)N1CCCC1
    4	1	-31	5	-6	1	6	-9	-7	-7	3
19	CC(C)c1ccc(C(CC(=O)O)NC(=O)c2cccs2)cc1 (stereo not drawn)
    11	10	-21	8	20	-12	-7	-4	7	-8	2
20	CC(SCc1ccccc1)C(=O)N/N=C/c1ccc2c(c1)OCO2 (stereo not drawn)
    -21	-17	-15	17	1	12	6	-9	-32	5	2
21	CCCNC(=O)c1cccc(Cn2nc(C)c(Br)c2C)c1
    -9	-30	18	23	7	-4	-13	2	-19	-2	4
22	Cc1onc(-c2c(Cl)cccc2Cl)c1C(=O)N1CCSCC1
    15	0	-4	9	22	6	-6	-22	5	-3	0
23	CC1CCN(c2nc(CN3CCCCC3)nc3scc(-c4ccccc4)c23)CC1
    -1	-39	-5	19	3	-6	2	17	1	-1	4
24	CSC[C@H]1CN(Cc2ccccc2)C(=O)[C@@H]1CC(=O)Nc1ccc(Br)cc1
    8	14	-24	5	-1	3	-1	-3	1	-8	9
25	Cc1ccc2c([N+](=O)[O-])cccc2n1
    4	8	-11	7	4	3	-6	3	-7	-8	0
26	CC(C)N1CCC1(C)C(=O)Nc1nc2ccccc2[nH]1 (stereo not drawn)
    5	-14	3	-7	-8	8	1	2	-3	/	/
27	CCn1cc([N+](=O)[O-])c(C(=O)Nc2cc(C)on2)n1
    -13	0	16	-6	5	-4	3	-16	4	-4	-2
28	COc1ccc(Cc2nc3ccc(C(=O)N(C)CCn4ccnc4)cc3o2)cc1OC
    -11	-33	-57	-65	-12	-39	-5	2	-24	-9	2
29	O=C(CSc1ncn[nH]1)Nc1nc(-c2cccc([N+](=O)[O-])c2)cs1
    0	4	9	7	-2	23	22*	1	22	1	4
30	Cc1ccc(SCC(=O)Nc2nncs2)cc1
    1	-35	-29	1	9	1	-29	-2	-5	/	/
31	COc1ccc(CNC(=O)CCS(=O)(=O)c2ccc(Br)cc2)cc1
    7	-6	-2	6	-10	-7	-4	6	19	-10	0
32	O=C(CC(CC(=O)c1ccccc1)c1ccccn1)c1ccccc1
    -9	-10	-35	6	-5	-12	-11	-2	-41	-2	-6
33	CCOc1ccc(CN2CCN(Cc3c(C)nn(CC)c3C)CC2CCO)cc1 (stereo not drawn)
    -13	76*	13	14	9	1	-2	14	0	-9	1
34	CC/C(C)=N/Oc1nc(C)cc(C)n1
    -2	-17	-15	-11	3	7	3	-3	-6	5	0
35	O=C(CCNS(=O)(=O)c1cccc2nsnc12)NCc1cccs1
    1	12	-4	-2	0	-9	-10	-13	12	0	5
36	Cc1ccc2c(Cl)c(C(=O)N/N=C/c3cccn3C)sc2c1
    -5	-9	-7	-23	-5	-23	-4	12	-8	0	-20
37	O=C1C(c2ccc(F)cc2)N(CC2COc3ccccc3O2)C(=O)CN1C1CCCCC1 (stereo not drawn)
    0	28	-1	-4	-1	5	4	3	-5	9	-1
38	COc1cc(C(F)(F)F)c(C(=O)NCc2cccc(Cl)c2)cn1
    -8	-15	-7	2	14	4	-14	-7	6	-7	2
39	COc1ccc(CCNC(=O)Cn2c([N+](=O)[O-])cnc2C)cc1OC
    -13	22	2	-8	7	4	5	4	-14	-3	-6
40	CCOc1ccc(NC(=O)Nc2cccnc2)cc1
    -60	9	-77	-33	-27	-37	-15	58*	-30	4	0
41	CC(C)(C)c1ccc(C(=O)N2CCC2(C)C(=O)NS(=O)(=O)c2ccccc2Cl)cc1 (stereo not drawn)
    2	14	-9	3	10	6	-6	-4	9	/	/
42	Cc1cc(C)n2nc(Sc3ncccc3[N+](=O)[O-])nc2n1
    4	7	0	4	15	-9	-10	1	10	/	/
43	CCOCCCNC(=O)C(NC(=O)c1ccc(NC(C)=O)cc1)c1ccc(C)cc1 (stereo not drawn)
    12	2	11	29	-5	-16	9	-3	14	-1	-1
44	COc1ccc(CNC(=O)N2[C@H]3CC[C@@H]2C=C(c2ccc(F)cc2OCc2ccccc2)C3)cc1OC
    -11	43	16	-2	-7	7	-3	18	21	9	?
45	Cc1cccc(NC(=O)CCSc2nc(C)cc(C)n2)c1
    -4	-4	14	9	6	8	-4	0	-3	1	1
46	OCCC1CN(Cc2cnc(-c3ccccc3)s2)CCN1C1CCCC1 (stereo not drawn)
    -16	3	13	16	-9	15	-6	20	11	5	1
47	COc1ccc2c(c1)CCC1C2=NN(/C(C)=C/C(C)=O)C1c1cccc(F)c1 (stereo not drawn)
    -50	-10	-13	-21	-36	-17	0	0	-53	7	-29
48	Cn1cccc1C(=O)c1ccc(Cl)cc1Cl
    -33	-4	17	-2	-17	-15	0	-25	-7	-3	-3
49	Cn1nnnc1SCc1cccc(CSc2nnnn2C)n1
    8	-3	3	9	9	-13	2	4	0	-8	-5
50	Cc1ccccc1NC(=O)c1ccc(OCC(=O)Nc2ccccc2F)cc1
    9	15	-31	16	-4	8	3	2	-14	-1	1

Part of the list above, in markdown.
| entry | Structure | SRC1 inh | TWEAK Fn14 block | SRC2 inh | SRC3 inh | COUP-TFII inh | LRH-1 inv ag | NOD2 RIPK2 PPI | C8 TRAIL sens | TROY NFkB inh | TLR9-MyD88 block | EBV LMP1 NFkB |
| --- | --- | --- | --- | --- | --- | --- | --- | --- | --- | --- | --- | --- |
| 19 | CC(C)c1ccc(C(CC(=O)O)NC(=O)c2cccs2)cc1 (stereo not drawn) | 11 | 10 | -21 | 8 | 20 | -12 | -7 | -4 | 7 | -8 | 2 |
| 20 | CC(SCc1ccccc1)C(=O)N/N=C/c1ccc2c(c1)OCO2 (stereo not drawn) | -21 | -17 | -15 | 17 | 1 | 12 | 6 | -9 | -32 | 5 | 2 |
| 21 | CCCNC(=O)c1cccc(Cn2nc(C)c(Br)c2C)c1 | -9 | -30 | 18 | 23 | 7 | -4 | -13 | 2 | -19 | -2 | 4 |
| 22 | Cc1onc(-c2c(Cl)cccc2Cl)c1C(=O)N1CCSCC1 | 15 | 0 | -4 | 9 | 22 | 6 | -6 | -22 | 5 | -3 | 0 |
| 23 | CC1CCN(c2nc(CN3CCCCC3)nc3scc(-c4ccccc4)c23)CC1 | -1 | -39 | -5 | 19 | 3 | -6 | 2 | 17 | 1 | -1 | 4 |
| 24 | CSC[C@H]1CN(Cc2ccccc2)C(=O)[C@@H]1CC(=O)Nc1ccc(Br)cc1 | 8 | 14 | -24 | 5 | -1 | 3 | -1 | -3 | 1 | -8 | 9 |
| 25 | Cc1ccc2c([N+](=O)[O-])cccc2n1 | 4 | 8 | -11 | 7 | 4 | 3 | -6 | 3 | -7 | -8 | 0 |
| 26 | CC(C)N1CCC1(C)C(=O)Nc1nc2ccccc2[nH]1 (stereo not drawn) | 5 | -14 | 3 | -7 | -8 | 8 | 1 | 2 | -3 | / | / |
| 27 | CCn1cc([N+](=O)[O-])c(C(=O)Nc2cc(C)on2)n1 | -13 | 0 | 16 | -6 | 5 | -4 | 3 | -16 | 4 | -4 | -2 |
| 28 | COc1ccc(Cc2nc3ccc(C(=O)N(C)CCn4ccnc4)cc3o2)cc1OC | -11 | -33 | -57 | -65 | -12 | -39 | -5 | 2 | -24 | -9 | 2 |
| 29 | O=C(CSc1ncn[nH]1)Nc1nc(-c2cccc([N+](=O)[O-])c2)cs1 | 0 | 4 | 9 | 7 | -2 | 23 | 22* | 1 | 22 | 1 | 4 |
| 30 | Cc1ccc(SCC(=O)Nc2nncs2)cc1 | 1 | -35 | -29 | 1 | 9 | 1 | -29 | -2 | -5 | / | / |
| 31 | COc1ccc(CNC(=O)CCS(=O)(=O)c2ccc(Br)cc2)cc1 | 7 | -6 | -2 | 6 | -10 | -7 | -4 | 6 | 19 | -10 | 0 |

Source: PubChem
